Screening data as filed in PubChem.
RGS4 inh: inhibitors of human regulator of G protein signaling 4; P49798; Transcreener GDP fluorescence polarization, RGS4-accelerated GTP hydrolysis; Potency, µM (titrated, usually from 114 µM), for inactives: top-dose activity change, negative = inhibition, actives largely listed as inhibitors; 0.039% of 390,000 active; AID 504845; note: potency is the fitted concentration of half-maximal effect; % is set by controls: 0 for no effect and ±100 for the full control effect; nearly all actives have a fitted effect of over 75% in size; some results filed as inactive show a strong effect at the top dose
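MLSMR compounds (23 nl, pin-transferred) preincubated 10 min at room temperature with a 500nM (2x) first reagent, then RGS4 at 900nM (2x) plus Transcreener GDP mix added; fluorescence polarization (620/688 nm) read before and after 90 min at 30 °C.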
POLB inh: blocks human DNA polymerase beta activity. Pol beta primer extension/strand displacement, fluorescence kinetic. Potency, µM (titrated, usually from 114 µM), without a hit: at the top dose activity change, negative = inhibition, most hits filed as inhibitors. 1.3% of 340,000 active; note: potency is the fitted concentration of half-maximal effect; % is set by controls: 0 for no effect and ±100 for the full control effect
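Preincubation: enzyme (10 nM) with compound, 15 min, RT. Reaction: substrate added to 50 nM final. Reads: 0 and 10 min. Analysis: normalized, Hill fit.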
ALOX12 inh: blocks human arachidonate 12S-lipoxygenase | P18054 | 1.1% of 580,000 active | AID 1671190 | purified 12hLO, xylenol orange hydroperoxide absorbance | Potency, µM (series often up to 108 µM), for inactives: at the highest dose activity change, negative = inhibition, actives largely listed as inhibitors; note: potency is the fitted concentration of half-maximal effect; % is set by controls: 0 for no effect and ±100 for the full control effect
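Purified human 12hLO (150 nM final) in 25 mM Hepes, 0.01% Triton X-100, pH 7.0 was preincubated 15 min at room temperature with compound. Then 40 uM arachidonic acid was added, 30 min. Hydroperoxide was read by Fe-XO absorbance ratio 573/405 nm.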
APEX1 inh: blocks human APE1 abasic DNA cleavage | Potency, µM (top dose mostly 65.8 µM), for the others: top-dose activity change, negative = inhibition, hits mostly inhibitors | AID 2517 | recombinant APE1, TAMRA/BHQ-2 abasic DNA cleavage fluorescence | P27695 | 0.35% of 350,000 active;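 note: potency is the fitted concentration of half-maximal effect; plate controls were vehicle for no effect and reference inhibitor for full effect; nearly all actives have a fitted effect of over 55% in size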
Target sequence (P27695 whole entry, looked up): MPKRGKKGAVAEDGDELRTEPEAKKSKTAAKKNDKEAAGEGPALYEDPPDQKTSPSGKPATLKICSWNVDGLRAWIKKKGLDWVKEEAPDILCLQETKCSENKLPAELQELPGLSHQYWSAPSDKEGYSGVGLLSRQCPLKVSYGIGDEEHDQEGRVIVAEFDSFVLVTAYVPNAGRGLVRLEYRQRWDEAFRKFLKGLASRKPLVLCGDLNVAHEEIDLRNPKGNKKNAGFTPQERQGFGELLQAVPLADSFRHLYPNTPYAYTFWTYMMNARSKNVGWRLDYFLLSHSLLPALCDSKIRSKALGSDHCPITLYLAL
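Substrate: short duplex with […] THF abasic site, 5'-TAMRA and 3'-BHQ-2, 50 nM final. APE1 at 0.75 nM, preincubated 15 min RT with compound. Fluorescence increase from first to third read measured activity.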
POLH inh: inhibitors of human DNA polymerase eta; recombinant Pol eta, fluorescent DNA replication assay; Potency, µM (titrated, usually from 114 µM), inactives show at the highest dose activity change, negative = inhibition, most hits filed as inhibitors; 1.2% of 390,000 active; note: potency is the fitted concentration of half-maximal effect; % is set by controls: 0 for no effect and ±100 for the full control effect
Target sequence (Q9Y253 whole entry, looked up): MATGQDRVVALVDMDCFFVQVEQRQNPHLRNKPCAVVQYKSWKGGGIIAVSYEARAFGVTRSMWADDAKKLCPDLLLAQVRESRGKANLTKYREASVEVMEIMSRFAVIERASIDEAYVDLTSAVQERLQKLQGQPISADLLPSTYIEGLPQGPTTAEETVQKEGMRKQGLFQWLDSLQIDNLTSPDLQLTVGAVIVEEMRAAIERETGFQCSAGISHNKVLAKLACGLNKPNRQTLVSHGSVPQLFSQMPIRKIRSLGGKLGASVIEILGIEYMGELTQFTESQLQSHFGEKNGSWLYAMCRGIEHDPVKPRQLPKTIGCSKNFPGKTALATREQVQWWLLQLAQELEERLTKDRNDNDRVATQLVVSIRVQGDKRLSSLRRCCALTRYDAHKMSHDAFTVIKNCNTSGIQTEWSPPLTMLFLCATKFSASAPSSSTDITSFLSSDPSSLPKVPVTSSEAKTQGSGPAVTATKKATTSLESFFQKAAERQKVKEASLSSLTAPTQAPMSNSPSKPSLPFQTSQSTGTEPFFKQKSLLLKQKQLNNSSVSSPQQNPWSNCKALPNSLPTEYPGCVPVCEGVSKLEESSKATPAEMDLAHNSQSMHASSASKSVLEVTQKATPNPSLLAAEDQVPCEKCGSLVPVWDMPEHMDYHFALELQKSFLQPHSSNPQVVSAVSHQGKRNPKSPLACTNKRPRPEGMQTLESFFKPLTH
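Pol eta (10 nM) was preincubated with compounds for 15 min at room temperature, after which fluorescent replication substrate (50 nM final) was added to start the reaction. Fluorescence was read kinetically at 0 and 10 min.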
LDHA inh: blocks human lactate dehydrogenase A; purified LDHA, NADH/diaphorase-resazurin fluorescence; active compounds read low; activity change, % (values are at about 110 or 230 µM); 0.15% of 480,000 active; AID 1347041; in the data active = activity change below about -30%; inconclusive = mostly about -25% to -30%;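 note: plate controls were DMSO wells for no effect and wells without enzyme for full effect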
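Human LDH5 at 2 nM final in Tris HCl pH 7.4 with 0.06 mM NADH and 0.2 mM pyruvate, reacted 5 minutes at room temperature. Remaining NADH coupled via diaphorase/resazurin; resorufin fluorescence read at 0 and 20 minutes, normalized to enzyme-free and DMSO wells.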
ERG Ets-DNA blk: inhibitors of human ERG Ets domain-DNA interaction | fluorescence polarization, His-ERG Ets domain / labelled DNA | Potency, µM (doses to about 76.9 µM), without a hit: at the top dose FP activity, negative = inhibition, most hits filed as inhibitors | 0.028% of 370,000 active | AID 624246; active = well fitted inhibition curve with a large enough effect in the polarisation, with a control signal flat; inconclusive = small, poorly fitted or top-dose-only effect, or effect the other way, or a change in a side signal; inactive = no such curve, though single readings can be large or run the other way; the % refers to the polarisation;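 note: polarization taken with two DNA probes labelled with fluorescein and Texas red; potency is the fitted concentration of half-maximal effect; % of control where 0% means no effect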
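His-tagged ERG Ets domain (1 uM in the protein solution; 300mM KCl, 50mM Tris-HCl, 1mM EDTA, 1mM DTT, pH 7.5) received compound, then a probe mix of 5 nM fluorescein-DNA and 100nM Texas-615-DNA. Fluorescence polarization was read for both dyes.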
Pol kappa inh: DNA polymerase kappa (human) inhibition | Q9UBT6 | purified Pol kappa, fluorescent DNA synthesis assay, 10 min | Potency, µM (doses to about 107 µM), for inactives: top-dose activity, negative = inhibition, most hits filed as inhibitors | 0.53% of 400,000 active | AID 588579; note: potency is the fitted concentration of half-maximal effect; % is set by controls: 0 for no effect and ±100 for the full control effect
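Fluorescent qHTS in 1536-well format: enzyme (10 nM) and compound sat 15 min at room temperature before 50 nM substrate (final) was added. Signal taken at 0 and 10 min; no-enzyme buffer wells were negative controls.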
Apoferritin bind: candidate novel general anesthetic via apoferritin binding; P02791; apoferritin/1-aminoanthracene competitive binding, fluorescence; Potency, µM (titrated, usually from 77.5 µM), for inactives: at the top dose activity change, negative = displacement, usual class: inhibitors; 0.074% of 350,000 active; note: potency is the fitted concentration of half-maximal effect; % is set by controls: 0 for no effect and ±100 for the full control effect; nearly all actives have a fitted effect of over 20% in size
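Horse-spleen apoferritin (10 uM) was mixed with 50% saturated 1-aminoanthracene in PBS, exposed to compounds for 10 min at room temperature, and read for fluorescence (ex 380 nm, em 535 nm). Competitive displacement was fitted with a four-parameter Hill equation.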
The depositor's hits bear a star; ? = inconclusive; / = not tested or not shown; & = joins results of further samples; [ ] = another dose, or the depositor's remark. Unless noted, calls come from the whole dose curve; as a rule, active = well fitted curve in the direction sought with a large enough effect; inconclusive = small, poorly fitted or top-dose-only effect, or another doubt; inactive = no such curve, though single readings can be large; an effect the other way counts as inactive or inconclusive. This is a subset; rates above refer to the full screens.

SMILES	RGS4 inh	POLB inh	ALOX12 inh	APEX1 inh	POLH inh	LDHA inh	ERG Ets-DNA blk	Pol kappa inh	Apoferritin bind
Cc1nc2ccccn2c1C(=O)NNC(=S)Nc1ccc(Cl)cc1	-20%	-4%	-9%	-1%	-6%	-4	0%	1%	-4%
Cc1oc(C)c2c(=O)ccc3c(c12)OC(N)=C(C#N)C3c1ccc(F)cc1 (centres undefined)	-1%[11.4 µM]	20µM*	?	1%	?	9	?	?	-18%
CCOc1ccccc1CNCCSc1nnnn1C	-19%	1%	0%	/	-11%	1	-2%	-4%	-11%
CCNC(=O)COC(=O)/C=C/c1c(C)nn(Cc2cccc(OC)c2)c1Cl	-1%	-6%	-3%	-9%	-16%	-3	8%	-18%	-17%
Cc1cc(=O)n2nc(N3CCC(C(=O)Nc4ccc(C(C)C)cc4)CC3)sc2n1	9%	22%	-3%	/	-12%	-9	3%	-1%	-13%
Cc1ccc(S(=O)(=O)N(C)C)cc1NC(=O)C1Cc2ccccc2CN1C(=O)c1ccco1 (centres undefined)	?	-25%	-29%	14%	?	0	16%	?	2%
O=C(O)CC(c1cccc(O)c1)N1Cc2ccccc2C1=O (centres undefined)	4%	5%	-22%	25%	1%	-1	7%	-1%	-6%
O=C(CN1C(=O)c2cccc3cccc(c23)C1=O)NCCN1CCOCC1	6%	-19%	-6%	1%	-2%	0	6%	-2%	-1%
CC(C)(C)c1cccc(/C=N/O)c1O	20%	-11%	?	-3%	-13%	-2&2	-2%	-9%	?
CC(=O)c1ccc(NC(=O)CSc2cn(CC(=O)N3CCCCCC3)c3ccccc23)cc1	16%	12%	-16%	/	-16%	6	-4%	-12%	-14%
COc1ccc(CN(C)C(=O)c2ccc(NC(=O)CC3SC(N4CCCC4)=NC3=O)cc2)c(OC)c1OC (centres undefined)	?	/	-24%	40%	-14%	-1	6%	1%	/
COc1cccc(CNC(=O)Cc2csc(Nc3nc(=S)[nH]c4ccccc34)n2)c1	-15%	38%	0%	16%	4%	-14	-3%	-5%	-6%
COc1ccc(-c2noc(COc3ccc4c(c3)OCO4)n2)cc1	-4%	15%	4%	-2%	-12%	-2	/	-3%[60.1 µM]	-7%
COc1ccc(CCNC(=O)c2nc(-c3cccs3)no2)cc1OC	-4%	?	-21%	-2%	-15%	-5	7%	-8%	-12%
CC1CC(C)CN(CC(=O)Nc2ccc3c(c2)OCCO3)C1 (centres undefined)	0%	10%	?	3%	6%	-19	-7%	0%	-9%
COc1ccc2c(c1)cc1n2CCN2CCCN=C12	-17%	-12%	-6%[57.4 µM]	-8%	-14%	6	-5%	4%	40%[activator]
O=C(CCNC(=O)c1ccc(Cl)cc1)Nc1ccc(Cl)cc1F	6%	35%	-7%	-4%	-2%	-4	2%	-14%	-4%
CCc1nnc(NC(=O)CSc2nnc(CNc3cccc(C)c3)n2-c2ccccc2)s1	3%	4%	9%	-4%	-4%	-11	-9%	-16%	?
Cc1ccc(-n2c(C)cc(C=C3C(=O)N(C)C(=O)N(C)C3=O)c2C)cc1	-16%	/	6%	/	-7%	-9	-7%	-5%	/
O=[N+]([O-])c1cccc(N/N=C/c2ccc(N3CCOCC3)cc2)c1	4%	25%	?	17%	-9%	0	-10%	-7%	?
NNC(=O)Cc1cn(-c2ncc(C(F)(F)F)cc2Cl)c2ccccc12	7%	9%	2%	17%	-19%	-2	-9%	-4%	?
C[C@@H]1CN([C@@H](C)CO)C(=O)c2cc(NC(=O)C3CC3)ccc2O[C@@H]1CN(C)Cc1ccc(Cl)c(Cl)c1	-16%	/	5%	-12%	-21%	4	3%	-1%	/
O=C(Nc1cccnc1)c1cc2c(ccc3ccccc32)o1	-39%	32µM*	/	2%	?	-18	1%	?	-13%
CC(C)c1nc2oc3c(NCC4CCCO4)ncnc3c2c2c1CCC2 (centres undefined)	-9%[11.4 µM]	4%	0%	-1%	?	2	-7%	3%	?
CC(OC(=O)C1CC(=O)N(Cc2ccco2)C1)C(=O)Nc1ccc(F)cc1Cl (centres undefined)	-6%	/	391%[activator]	15%	-4%	-3	-1%	9%	/

(cont.)
SMILES	RGS4 inh	POLB inh	ALOX12 inh	APEX1 inh	POLH inh	LDHA inh	ERG Ets-DNA blk	Pol kappa inh	Apoferritin bind
COc1cccc(OC)c1C(=O)Nc1ccc2nc(C)c(C)nc2c1	6%	113%	21%	2%	-1%	-9	-5%	-6%	2%
COc1cc(C2Nc3c(F)cccc3C3C=CCC32)cc(Br)c1OC (centres undefined)	3%	25%	2%	-10%	-4%	-4	12%	-6%	-12%
O=S(=O)(NCCSc1nnnn1-c1ccccc1)c1cccs1	-34%	9%	-4%	-1%	0%	-7	3%	-17%	-10%
Cc1ccc(S(=O)(=O)N2CCN(C)CC2)cc1[N+](=O)[O-]	8%	7%	15%	10%	-8%	6	5%	-7%	-9%
CCn1ccnc1CN(C)Cc1cn(-c2ccccc2)nc1-c1ccc(OC)cc1F	8%	5%	6%	-3%	-13%	-7	-1%	-10%	-11%
CCC(=O)N1CCc2cc(S(=O)(=O)CCC(=O)N3CCN(c4cc(C)ccc4C)CC3)ccc21	1%	27%	-25%	/	-9%	-3	-1%	-7%	-5%
Cc1noc(C)c1C(=O)N1CCCC(C(=O)c2cccc(C(F)(F)F)c2)C1 (centres undefined)	18%	10%	1%	-1%	-16%	-5	-2%	-6%	-12%
O=C(O)C(Cc1ccccc1)N1Cc2ccccc2C1=O (centres undefined)	-14%	8%	?	-2%	-12%	-5	-4%	-10%	-13%
COC(=O)C1CC(=O)c2sccc2C1 (centres undefined)	2%	37%	-8%	2%	-19%	-7	4%	-2%	-6%
COc1ccc(NC(=O)CSc2nc3ccccc3cc2Cc2ccccc2)cc1	-15%	40%	7%	19%	0%	-9	2%	-12%	-6%
CCC(C)NC(=O)CSc1nnc(-c2ccc(OC)c(OC)c2)c(-c2ccc(OC)c(OC)c2)n1 (centres undefined)	18%	2%	-7%	-10%	-6%	-2	-3%	-25%	-8%
CCOC(=O)N1CCN(Cc2nc(C3CC3)no2)CC1	14%	1%	10%	-2%	0%	-15	4%	1%	-3%
CC1(C)CC(=O)C2=C(C1)NC(Nc1nc3ccccc3o1)=NC2c1ccccn1 (centres undefined)	-17%	27%	15%	11%	-21%	-20	-3%	-11%	-13%
Cc1cc(/C=N/NC(N)=S)c(C)n1-c1ccc(Cl)c(Cl)c1	-34%	11%	?	3%	-23%	4	-4%	2%	1%
CN(Cc1ccccc1)S(=O)(=O)c1ccc2[nH]c3c(c2c1)CCCCC3	-7%	-19%	?	/	-7%	-2	-11%	1%	11%
O=C1CSC2(C(=O)N(Cc3cccc(F)c3)c3ccccc32)N1c1cccc(C(F)(F)F)c1 (centres undefined)	16%	6%	-16%	/	-9%	-2	2%	-2%	-6%
COCCOC(=O)C(C#N)c1nc2ccccc2nc1N1CCN(Cc2ccccc2)CC1 (centres undefined)	-18%	6%	/	2%	-13%	1	0%	-13%	-10%
CCCCN(CC)Cc1ccc(CNC(=S)Nc2ccccc2F)o1	3%	39%	-16%	-1%	5%	-9	4%	2%	-7%
COc1ccccc1N1C(=O)CC(c2ccccc2)CC1=O	12%	/	16%	8%	-7%	-12	-12%	0%	/
CC1CN(C(=O)c2cc(F)c(F)cc2Cl)CC(C)O1 (centres undefined)	0%	/	8%	/	-12%	-5	-12%	3%	/
COc1ccc(Cc2c[nH]c(=O)[nH]c2=O)cc1	12%	-11%	-7%	-1%	-11%	-2	-12%	2%	3%
COC(=O)C1=C(C)Nc2c(c(=O)n(C)c(=O)n2C)C1c1ccc(C)cc1 (centres undefined)	17%	-3%	-17%	-4%	1%	-8	-4%	-6%	-4%
COCCN(CCOC)c1nc(S(=O)(=O)c2ccc(C)cc2)c(Cl)s1	-1%	1%	-28%	-1%	-7%	-9	-5%	-22%	-15%
NCCCC[C@@H]1NC(=O)c2cc([N+](=O)[O-])cc(I)c2SC[C@@H](C(N)=O)NC(=O)[C@H](CCC(N)=O)NC1=O	2%	-3%	?	?	-8%	1	10%	-16%	5%
COC(=O)C1=NNC2(C)C(=O)N(c3ccc(C)cc3)C(=O)C12 (centres undefined)	24%	4%	?	6%	-2%	-10	4%	-17%	5%
COc1ccc(CC(CN)c2ccccc2)cc1 (centres undefined)	0%	-1%	?	30%	-7%	1	2%	15%	-7%
CCCn1c(Oc2ccccc2)nc2c1c(=O)n(C)c(=O)n2C	9%	25%	41%[activator]	4%	-3%	-3	0%	-17%	1%
Cc1ccc2c(CC(=O)OCn3nnc4ccccc4c3=O)coc2c1	-13%	?	27%	?	?	3	4%	-9%	?
Cc1cccc2c(N=Nc3ccccc3)c(O)[nH]c12	9%	3%	-11%	41%	10%	-9	-1%	0%	-16%

Arranged by heavy-atom count (falling): part of the list above
SMILES	RGS4 inh	POLB inh	ALOX12 inh	APEX1 inh	POLH inh	LDHA inh	ERG Ets-DNA blk	Pol kappa inh	Apoferritin bind
NCCCC[C@@H]1NC(=O)c2cc([N+](=O)[O-])cc(I)c2SC[C@@H](C(N)=O)NC(=O)[C@H](CCC(N)=O)NC1=O	2%	-3%	?	?	-8%	1	10%	-16%	5%
COC(=O)C1=C(C)Nc2c(c(=O)n(C)c(=O)n2C)C1c1ccc(C)cc1 (centres undefined)	17%	-3%	-17%	-4%	1%	-8	-4%	-6%	-4%
COc1ccc(CC(CN)c2ccccc2)cc1 (centres undefined)	0%	-1%	?	30%	-7%	1	2%	15%	-7%
